XIAP displacement = XIAP antagonists, biochemical, IAP family, fluorescence polarization (AID 1018); XIAP BIR domain, fluorescence polarization peptide displacement; higher % means a stronger effect; E3 ubiquitin-protein ligase XIAP (Homo sapiens); actives 0.007% (n = 200,000); one-dose displacement, % at 20 µM; IC50 in µM for titrated hits; in the data active = displacement above about 50%; note: a part of the inactive calls stands beside numbers as strong as those of hits
Yfh1-off respiration = enhancers of respiration in Yfh1-depleted yeast, dose response, Friedreich's ataxia, plus single-dose screen (AID 1465) | actives 0.074% (n = 220,000) | S. cerevisiae Yfh1-off respiration, WST-1 reduction, 72 h; higher fold induction means a stronger effect | fold induction at 50 µM, or EC50 in µM where a hit was titrated;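 active = fold induction of absorbance versus untreated yeast above a set limit, then at least 30% activation at any dose in follow-up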;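 note: activators that raise dye reduction in frataxin-depleted yeast; strong numbers were not always called active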
WT yeast gro inh = growth inhibition of WT strain, primary screen, mitochondrial fusion inhibitor project, WT and mutant strains, chemical genetic. actives 2.1% (n = 190,000). inhibition, % at 10 µM. mitochondrial fusion phenotypic screen; in the data active = inhibition above about 58%; tested in S. cerevisiae
human PMI inhibitors = human PMI inhibitors, high substrate, primary screen, biochemical, fluorescence intensity, high mannose 6-phosphate (AID 1220) | inhibition, % at 20 µM, or IC50 in µM where a hit was titrated | actives 0.66% (n = 190,000) | Mannose-6-phosphate isomerase (Homo sapiens) | recombinant PMI enzyme, coupled fluorescence intensity; higher % means a stronger effect
TNAP activators = human TNAP enzyme activators, primary screen, biochemical, luminescent, no phosphate acceptor, uHTS (AID 1001) | Alkaline phosphatase, tissue-nonspecific isozyme (Homo sapiens) | activation fold at 20 µM; hits with a dose series show EC50 in µM | actives 0.03% (n = 200,000) | purified TNAP, luminescent activation assay, no phosphate acceptor; higher activation fold means a stronger effect; in the data active = activation fold from about 3, or a potency from the dose series; inactive = the rest, 99 in 100 with activation fold below about 1.6; note: many of its hits are not listed in these tables
M17LAP inhibition = P. falciparum M17LAP inhibitors, primary screen, biochemical, fluorogenic H-Leu-NHMec substrate, 1536-well (AID 1619) | Leucine aminopeptidase (Plasmodium falciparum (isolate 3D7)) | recombinant M17LAP, H-Leu-NHMec fluorogenic kinetic assay; higher % means a stronger effect | one-dose inhibition, % at 30 µM; IC50 in µM for titrated hits | actives 0.38% (n = 220,000);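 active = compound inhibiting the enzyme by more than half at any dose during confirmatory dose-response retesting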;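 note: plate controls were full reaction with DMSO carrier for no effect and no enzyme background for full effect; strong numbers were not always called active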
LYP phosphatase = inhibitors of LYP phosphatase, biochemical, fluorescence intensity, uHTS (AID 1779); Tyrosine-protein phosphatase non-receptor type 22 (Homo sapiens); recombinant LYP phosphatase, fluorescence intensity; higher % means a stronger effect; inhibition, % at 11.5 µM; hits with a dose series show IC50 in µM; actives 0.054% (n = 290,000);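 note: plate controls were vehicle with enzyme for no effect and no enzyme for full effect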
P. falciparum M1AAP = P. falciparum M1AAP inhibitors, biochemical, fluorogenic H-Leu-NHMec substrate, 1536-well (AID 1445); Aminopeptidase N (Plasmodium falciparum (isolate 3D7)); one-dose inhibition, % at 30 µM; IC50 in µM for titrated hits; recombinant M1AAP, H-Leu-NHMec fluorogenic kinetic assay; higher % means a stronger effect; actives 0.42% (n = 220,000);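 active = primary inhibition above the hit cutoff, then over 50% inhibition at one or more dose response concentrations, cut at about 23% in these data, passing the limit was not always enough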;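 note: plate controls were DMSO full reaction for no effect and no enzyme background for full effect; strong numbers were not always called active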
PMI inhibitors = inhibitors of human PMI, primary screen, biochemical, fluorescence intensity, coupled assay (AID 1209); purified PMI enzyme, coupled fluorescence intensity; higher % means a stronger effect; one-dose inhibition, % at 20 µM; IC50 in µM for titrated hits; actives 0.42% (n = 190,000); Mannose-6-phosphate isomerase (Homo sapiens);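 note: plate controls were DMSO vehicle for no effect and wells lacking substrate for full effect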
WT yeast gro inh mutant strain = second read-out of WT yeast gro inh, no call of its own (marks repeat the call); inhibition, %; mitochondrial fusion phenotypic screen, mutant strain inhibition
An asterisk follows results filed as active; i = inactive; x = no result given. Cut-off read from the data, not from the text of the source, unless noted: active = inhibition above about 50%; inactive = the rest.

SMILES	XIAP displacement	Yfh1-off respiration	WT yeast gro inh	WT yeast gro inh mutant strain	human PMI inhibitors	TNAP activators	M17LAP inhibition	LYP phosphatase	P. falciparum M1AAP	PMI inhibitors
C=CCN1C(=O)/C(=c2\sc3nc(=O)c(Cc4ccc(OC)c(OC)c4)nn3c2=O)c2ccccc21	x	i	x	x	x	x	10%	-2%	12%	x
O=C(CNC(=O)c1ccc(S(=O)(=O)N2CCCC2)cc1)N/N=C/c1ccc(Cl)cc1	1.2%	i	-8	-5	9%	1	2%	-8%	4%	15%
O=C(CN1C(=O)c2ccccc2C1=O)N1CCOCC1	0.2%	i	1	15	7%	1	-2%	-3%	1%	6%
COc1ccc(NC(=O)COC(=O)[C@@H](NC(=O)c2c(F)cccc2F)C(C)C)cc1	-4.4%	i	-33	8	3%	1.1	47%	-8%	8%	-8%
CC(C)(O)C#Cc1ccc(CN2CCN(Cc3ccccc3)C(CCO)C2)s1 (stereo not given)	-7.5%	i	7	4	8%	1.1	1%	-4%	2%	16%
Cc1ccnc(NS(=O)(=O)c2ccc(NC(=O)c3ccc(S(=O)(=O)N4CCCC4)cc3)cc2)n1	-2.1%	i	-1	7	-13%	1.1	2%	-4%	2%	-26%
CCOc1ccc2[nH]c3c(NCCc4ccc(OC)c(OC)c4)ncnc3c2c1	x	i	x	x	x	x	7%	-2%	1%	x
O=C(c1ccco1)N1CCC(c2nc(-c3ccccc3Cl)no2)CC1	-3.6%	i	-12	-1	-11%	1	15%	-2%	0%	0%
O=C(CCN1C(=O)CSC1=O)Nc1ccccc1	-5.3%	i	3	13	8%	1.1	4%	0%	4%	12%
CCOC(=O)c1[nH]c2ccc(OC)cc2c1NC(=O)CCN1CCSCC1	4.4%	i	-21	-12	-6%	1.1	-16%	-3%	11%	-5%
Cc1cccc(N2CC(C(=O)Nc3nnc(SCC(=O)Nc4cc(C)on4)s3)CC2=O)c1 (stereo not given)	-1.1%	i	-4	-12	-46%	1.1	-11%	-11%	-2%	-32%
CCn1c(C)nc2cc(C(=O)NNC(=S)Nc3ccc(F)cc3)ccc21	x	i	x	x	x	x	-4%	-3%	-7%	x
COc1ccc(Cl)cc1-c1nc(SCC(=O)N(C)C)n[nH]1	-2.7%	i	-5	-6	-7%	0.8	2%	-7%	-2%	-2%
CS(=O)(=O)Nc1ccccc1NS(C)(=O)=O	x	i	x	x	x	x	-3%	-6%	-7%	x
COc1cccc(NC(=O)c2cc([N+](=O)[O-])ccc2NCc2cccnc2)c1	-6.3%	i	-10	-21	-5%	1	-6%	-8%	7%	4%
Cc1cc(C)c(NC(=O)CSc2nc3[nH]ncc3c(=O)[nH]2)c(C)c1	-1.4%	i	-16	5	-3%	1.1	1%	-4%	5%	-9%
Cc1ccccc1Nc1nc2ccccc2s1	-20%	i	20	-3	6%	1.2	8%	-4%	16%	14%
Cc1c(C)n(CC(O)CNCCO)c2ccccc12 (stereo not given)	-7.2%	i	15	15	32%	1.1	-5%	-2%	1%	18%
O=C1c2ccccc2C2NC(=O)C3(CCCCC3)N12 (stereo not given)	1.6%	i	-10	-12	-4%	1.2	4%	-4%	8%	-5%
COC(=O)c1sc(N2C(=O)C(=O)/C(=C(/O)c3ccccc3)C2c2ccco2)nc1C (stereo not given)	-3.0%	i	3	-12	-20%	1.1	22%	1%	16%	-16%
Cc1cccc(N=C2NC(=O)/C(=C/c3cccn3C)S2)c1	x	i	x	x	x	x	-1%	6%	14%	x
Cc1sc2nc(N3CCOCC3)[nH]c(=O)c2c1-c1ccccc1	-3.0%	i	-3	-14	4%	1.1	7%	-5%	-1%	0%
Cc1ccc(S(=O)(=O)N2CCOCC2)cc1NC(=O)Cn1ccsc1=N	-5.4%	x	10	23	4%	1.1	-12%	-4%	2%	1%
O=C(CN1CCN(c2ccccc2F)CC1)Nc1ccccc1F	-2.1%	i	-4	-3	-11%	1.1	3%	-14%	-2%	-12%
CCOC(=O)C1CCCN(CCC(=O)Nc2cccc(F)c2)C1 (stereo not given)	-3.6%	i	4	-1	-4%	1.2	-6%	-8%	5%	-8%
Cc1ccc(NN2C(=O)C=C(c3ccc(Cl)cc3)C2=O)cc1	-4.4%	i	63	80	-5%	1.3	12%	6%	3%	-6%
COc1ccc(S(=O)(=O)N2CCN(C(=O)c3cc(C)oc3C)CC2)cc1	0.2%	i	8	14	-6%	1.1	-5%	-2%	-4%	1%
CC(=O)c1ccc(NC(=O)C2CCCN(S(=O)(=O)c3c(C)[nH]c(=O)[nH]c3=O)C2)cc1 (stereo not given)	-8.3%	i	10	12	-6%	1.1	-2%	-5%	0%	-2%
O=C(c1cccc(Cl)c1)N1CCCC(c2ccc(Cl)cc2)=N1	1.5%	i	78*	59*	4%	1	-4%	10%	-1%	12%
Cc1cc(OCCCN2CCN(Cc3ccccc3)CC2)ccc1[N+](=O)[O-]	-5.2%	i	20	52	4%	1	12%	-8%	0%	12%
Nn1c(SCC(=O)NC(=O)Nc2ccc3c(c2)OCCO3)nnc1C1CC1	-6.4%	i	9	-2	6%	1.1	19%	-5%	1%	4%
CC(=O)OCC(=O)NCC(=O)c1c[nH]c2ccccc12	-1.5%	i	19	3	2%	1.1	5%	-11%	-9%	-11%
Nc1nc(Sc2ccc(C(F)(F)F)cc2[N+](=O)[O-])n[nH]1	-4.2%	i	-17	0	7%	1	15%	-5%	4%	16%
Cc1ccccc1NC(=S)N(CCc1c(C)[nH]c2ccc(F)cc12)Cc1ccncc1	-13%	i	-16	-8	9%	1.1	-2%	0%	1%	12%
CCCCC[n+]1ccn(C2=C([O-])c3ccccc3C(=O)/C2=N\S(=O)(=O)c2ccc(Br)cc2)c1	x	i	x	x	x	x	-1%	-1%	6%	x
Cc1cccc(S(=O)(=O)Nc2ccc(-c3nc4ccc(C)cc4s3)cc2)c1	-4.2%	i	4	3	-2%	1.1	-11%	7%	9%	11%
Cc1ccc(O)c(-c2cc3ccccc3[nH]2)c1	2.0%	i	18	20	32%	1.1	3%	0%	4%	35%
O=C(Nc1cc(C(F)(F)F)ccc1N1CCCC1)c1ccc2c(c1)OCO2	-6.5%	i	2	6	7%	1.2	6%	-7%	7%	15%
FC(F)(F)c1nnc2sc(-c3ccco3)nn12	-6.9%	i	20	23	0%	1.1	8%	-7%	8%	-2%
COCC(C)NCc1cccc(C)c1 (stereo not given)	1.1%	i	5	19	0%	1.1	8%	-1%	9%	-2%
CC(C)Oc1cccc(C(=O)NC(=S)Nc2ccc(N3CCN(C)CC3)cc2)c1	x	i	x	x	x	x	1%	-11%	13%	x
Cc1ccccc1-c1nc(CN2CCCC2c2ccc(F)cc2)c(C)o1 (stereo not given)	-4.6%	i	24	-13	3%	1.1	0%	-4%	3%	10%
Cc1ccc(C(C)C)c(OCC(=O)NN=C(CCl)CCl)c1	x	i	x	x	x	x	-4%	5%	7%	x
Cc1nnc(SCC(=O)Nc2ccccc2)[nH]c1=O	-23%	i	-2	-29	5%	1	42%	-3%	15%	11%
COc1ccc(NS(=O)(=O)c2cc(NC(=O)c3cc(=O)c4ccccc4o3)ccc2OC)cc1	-5.9%	i	-18	9	-7%	1.1	2%	-3%	4%	-14%
S=c1[nH]nc(-c2cccs2)n1/N=C/c1cn(-c2ccccc2)nc1-c1ccc(Cl)cc1	x	i	x	x	x	x	4%	5%	5%	x
CCCCCc1ccc(OCCC[n+]2ccccc2)c(CCCCC)c1	x	i	x	x	x	x	15%	-12%	3%	x
N/C(=N\c1nc(C(F)(F)F)cc(=O)[nH]1)Nc1ccc(Cl)cc1	-4.3%	i	-11	2	4%	1.2	-7%	-6%	16%	9%

Random excerpt: two entries already listed
SMILES	XIAP displacement	Yfh1-off respiration	WT yeast gro inh	WT yeast gro inh mutant strain	human PMI inhibitors	TNAP activators	M17LAP inhibition	LYP phosphatase	P. falciparum M1AAP	PMI inhibitors
CCCCCc1ccc(OCCC[n+]2ccccc2)c(CCCCC)c1	x	i	x	x	x	x	15%	-12%	3%	x
Cc1ccc(C(C)C)c(OCC(=O)NN=C(CCl)CCl)c1	x	i	x	x	x	x	-4%	5%	7%	x

Compounds from the list above containing a thiophene ring, fused or not:
SMILES	XIAP displacement	Yfh1-off respiration	WT yeast gro inh	WT yeast gro inh mutant strain	human PMI inhibitors	TNAP activators	M17LAP inhibition	LYP phosphatase	P. falciparum M1AAP	PMI inhibitors
CC(C)(O)C#Cc1ccc(CN2CCN(Cc3ccccc3)C(CCO)C2)s1 (stereo not given)	-7.5%	i	7	4	8%	1.1	1%	-4%	2%	16%
Cc1sc2nc(N3CCOCC3)[nH]c(=O)c2c1-c1ccccc1	-3.0%	i	-3	-14	4%	1.1	7%	-5%	-1%	0%
S=c1[nH]nc(-c2cccs2)n1/N=C/c1cn(-c2ccccc2)nc1-c1ccc(Cl)cc1	x	i	x	x	x	x	4%	5%	5%	x

(more compounds)
SMILES	XIAP displacement	Yfh1-off respiration	WT yeast gro inh	WT yeast gro inh mutant strain	human PMI inhibitors	TNAP activators	M17LAP inhibition	LYP phosphatase	P. falciparum M1AAP	PMI inhibitors
CC(C)(C)NC(=O)/C(=C/c1ccco1)c1ccccc1	-3.7%	i	0	6	-4%	1	15%	-8%	-6%	-11%
CCOC(=O)C(=O)N1CCN(c2cc3c(cc2[N+](=O)[O-])n(C)c(=O)n3C)CC1	-2.1%	i	-4	0	6%	1	13%	-6%	-2%	4%
O=C(COc1cccc(-n2cnnn2)c1)Nc1ccccc1	-10%	i	-5	-4	-10%	1.1	6%	-8%	6%	-11%
COc1ccc(CCNC(=O)CNCC2CCCO2)cc1OC (stereo not given)	-7.7%	i	1	-8	-22%	1	9%	-6%	2%	-6%
Cc1cc(C(=O)COC(=O)c2n[nH]c3ccccc23)c(C)n1CC1CCCO1 (stereo not given)	-7.7%	i	20	11	11%	0.8	2%	-6%	4%	13%
CC(C(=O)N1CCCCC1)N1C(=O)c2ccccc2C1=O (stereo not given)	-2.4%	i	-22	4	-5%	1.1	-2%	0%	-3%	5%
CN=C(NC1CCCCC1)c1ccc(Cl)cc1	-4.0%	i	9	-17	1%	1	6%	-4%	2%	2%
CCCSC1=N/C(=C\C=C\c2ccco2)C(=O)S1	-1.2%	i	20	-17	-45%	0.9	6%	7%	14%	-43%
CCCN1CCN(c2ncnc3scc(C4COc5ccccc5O4)c23)CC1 (stereo not given)	16%	i	58*	31*	8%	1	-3%	-4%	-2%	9%
c1ccc(NCc2ccccn2)cc1	-7.1%	i	-15	17	6%	1.1	-5%	-8%	7%	6%
Clc1ccccc1CSc1nnc(-c2ccccn2)n1Cc1ccco1	-7.6%	i	7	5	2%	1	6%	8%	-3%	-1%
O=C(N/N=C/c1cn(-c2ccccc2)nc1-c1ccc(F)cc1)c1ccc2c(c1)OCO2	-1.3%	i	23	13	10%	1	1%	8%	-6%	7%
Cc1ccc(S(N)(=O)=O)cc1NC(=O)/C=C/c1ccc2c(c1)OCO2	-5.3%	i	-13	5	32%	1	8%	-4%	5%	3%
COCCNc1nc2ccccc2nc1NS(=O)(=O)c1ccc(C)cc1C	-7.7%	i	4	-8	-6%	1	-5%	-8%	12%	-3%
